Source: PubChem (National Center for Advancing Translational Sciences (NCATS))
PI4K2A block: blocks human PI4K2A kinase activity; purified PI4K2A, ADP-Glo luminescence, 1 h; hits give low values; hit rate 0.13% among 420,000; activity change, negative = inhibition, % at 76.9 µM; AID 1346378; Q9BTU6; in the data active = activity change below about -50%;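 also: -100% = wells without enzyme as full effect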
Target sequence (Q9BTU6 whole entry, looked up): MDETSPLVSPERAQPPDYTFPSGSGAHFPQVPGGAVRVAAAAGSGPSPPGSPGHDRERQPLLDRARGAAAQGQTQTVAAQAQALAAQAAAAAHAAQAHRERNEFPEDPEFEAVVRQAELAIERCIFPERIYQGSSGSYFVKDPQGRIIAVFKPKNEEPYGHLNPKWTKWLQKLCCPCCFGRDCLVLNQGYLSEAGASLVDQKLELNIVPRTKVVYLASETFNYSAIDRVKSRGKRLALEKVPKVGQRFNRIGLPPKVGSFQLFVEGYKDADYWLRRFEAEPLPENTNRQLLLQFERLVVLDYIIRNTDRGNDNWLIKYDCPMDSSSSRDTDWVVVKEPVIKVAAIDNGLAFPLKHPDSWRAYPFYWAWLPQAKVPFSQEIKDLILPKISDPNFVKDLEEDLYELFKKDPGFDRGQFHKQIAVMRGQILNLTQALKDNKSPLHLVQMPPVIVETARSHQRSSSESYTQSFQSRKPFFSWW
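PI4K2A activity was measured by ADP-Glo luminescence: enzyme (4 ug/mL stock) and phosphatidylinositol (1.2 mM stock) in Tris pH 7.5/MgCl2/EGTA/Triton X-100 buffer were reacted with ATP (300 microM stock) for one hour at ambient temperature.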
Numbers without * were called inactive. An excerpt; the hit share may differ from the screen's.

> COc1ccc(N2CCN(CCCNC(=O)Cn3c(=O)c4cccn4c4c(C)ccnc43)CC2)cc1
  PI4K2A block: -2.1
> C#CCNC(=O)C[C@@H]1C(=O)N2CCCC3=C2[C@@]1(C(=O)OC)CCCC3
  PI4K2A block: -4.3
> CCOC(=O)[C@@]12CCCC3=C1N(CCC3)C(=O)[C@H]2CC(=O)NCc1cccs1
  PI4K2A block: -5.6
> CCOC(=O)C1CCCCN1C(=O)[C@@H]1CC=C[C@@H]2CCN(c3ccccc3)C(=O)[C@@H]21 (some centres undefined)
  PI4K2A block: 0.1
> COc1cccc(-c2cc3nc(C)c(C)c(N4CCN(Cc5ccco5)CC4)n3n2)c1
  PI4K2A block: 0.8
> O=C(NCc1ccccc1)C1C(=O)Nc2ccccc2C(=O)N1Cc1ccccc1 (centres undefined)
  PI4K2A block: -1.2
> COC(=O)[C@]12C[C@H](CC(=O)N3CCOCC3)C(=O)N(CCc3ccc(OC)c(OC)c3)C1=C[C@H](C1CCCC1)O[C@@H]2C
  PI4K2A block: 1.0
> O=S(=O)(c1cccc2cccnc12)N1CCC(c2cn3ccccc3n2)CC1
  PI4K2A block: -12.3
> O=C(NCc1ccc(Cl)cc1)C1C2C=CC3(CN(Cc4ccccc4)C(=O)C13)O2 (centres undefined)
  PI4K2A block: 4.6
> COc1ccc2[nH]c3c(c2c1)CCN[C@]31C(=O)Nc2ccccc21
  PI4K2A block: -1.7
> c1ccc(-c2nnc3sc(C4CCCCC4)nn23)cc1
  PI4K2A block: -4.2
> Cc1cc(C)cc(N(CC(=O)NC2CCC(C)CC2)S(=O)(=O)c2ccc([N+](=O)[O-])cc2)c1 (centres undefined)
  PI4K2A block: -3.0
> CCN(CC)C(=O)CC[C@@H]1CC[C@]2(CCCN(Cc3cccnc3)C2)O1
  PI4K2A block: 1.8
> N#Cc1ccc(C(=O)Oc2coc(CSc3ncccn3)cc2=O)cc1
  PI4K2A block: -5.5
> Cc1ccc(CN2CCCCC(NC(=O)C(C)(C)C)C2=O)cc1 (centres undefined)
  PI4K2A block: -2.0
> Cc1ccccc1S(=O)(=O)N1C[C@@H]2C(C(=O)C[C@@H]3C(=O)N(C)C(=O)[C@@H]32)[C@@H]1c1ccc(Cl)cc1 (some centres undefined)
  PI4K2A block: 0.3
> c1ccc(C2CCC3(CC2)CCC3NCc2cccs2)cc1 (centres undefined)
  PI4K2A block: 0.5
> CCC(C(=O)NC1CCCC1)n1c(-c2cc3ccccc3[nH]2)nc2ccccc21 (centres undefined)
  PI4K2A block: 4.7
> CCOC(=O)[C@]12CCCC=C1N(CCc1ccc(OC)c(OC)c1)C(=O)[C@H](CC(=O)NCCCCc1ccccc1)C2
  PI4K2A block: -5.0
> COc1ccc(N2CCN(C(=O)C(=O)c3ccc(F)cc3)CC2)cc1
  PI4K2A block: -2.4
> O=C(C(=O)N1CCC(c2ccccc2)CC1)c1ccccc1
  PI4K2A block: 5.5
> CCC(CC)NC(=O)O[C@H]1CC[C@@]23CCCN2C(=O)CCC[C@H]3[C@H]1C
  PI4K2A block: 1.6
> O=C(CN1CCC(NC(=O)NC2CCCC2)CC1)Nc1ccc2c(c1)OCCO2
  PI4K2A block: -0.7
> CCCCNC(=O)C[C@H]1C[C@@]2(C(=O)OC)C(=C[C@H](COCc3ccccc3)O[C@@H]2C)N(CCc2ccc(OC)c(OC)c2)C1=O
  PI4K2A block: -3.4
> CN(C(=O)c1ccccc1OCC(=O)Nc1ccc(Br)cc1)c1ccccc1
  PI4K2A block: -6.0

Structures listed so far containing a thiophene ring, fused or not (two):
> CCOC(=O)[C@@]12CCCC3=C1N(CCC3)C(=O)[C@H]2CC(=O)NCc1cccs1
  PI4K2A block: -5.6
> c1ccc(C2CCC3(CC2)CCC3NCc2cccs2)cc1 (centres undefined)
  PI4K2A block: 0.5

(further entries)
> COc1ccc(S[C@]2(C(=O)N3CCOCC3)CC(=O)N(c3ccc(Cl)cc3)[C@@H]2c2ccc(OC)cc2)cc1
  PI4K2A block: -4.2
> COc1ccc(CN2C(=O)CN(S(C)(=O)=O)CC2(C)C(=O)Nc2ccc3c(c2)OCCO3)cc1OC (centres undefined)
  PI4K2A block: -5.9
> COc1ccc(CNCC#Cc2ccccc2)c(OC)c1
  PI4K2A block: -9.9
> CC(C)(C)NC(=O)C1C(c2ccccc2)=Nc2ccccc2N1C(=O)c1ccc(C(F)(F)F)cc1 (centres undefined)
  PI4K2A block: -0.2
> C=C(C)C#CC(Cc1ccccc1)N(CC1CC1)/C(N)=N/C(=O)OCc1ccccc1 (centres undefined)
  PI4K2A block: -2.4
> Cc1cc2cc3c(cc2n2c(SCC(=O)Nc4nc(-c5ccccc5)cs4)nnc12)OCO3
  PI4K2A block: 0.8
> CC(C)(C)c1ccc(CSc2nnc(-c3cccs3)o2)cc1
  PI4K2A block: 4.5
> O=C(C[C@H]1C=C[C@@H](NC(=O)Cc2cccnc2)[C@@H](CO)O1)NCc1ccc2c(c1)OCO2
  PI4K2A block: -1.5
> O=C(NC1CCCCN(Cc2cccc(C(F)(F)F)c2)C1=O)c1cccc([N+](=O)[O-])c1 (centres undefined)
  PI4K2A block: -0.6
> O=C(NC1CCCCC1)C(c1ccc(-c2ccccc2)cc1)n1c(=O)c(-c2ccco2)nc2ccccc21 (centres undefined)
  PI4K2A block: -22.6
> Cn1c2ccccc2c(=O)c2c(=O)n(Cc3cccc4ccccc34)cnc21
  PI4K2A block: -3.9
> O=C(c1ccccc1Cl)N1CCC(Oc2cccnc2)CC1
  PI4K2A block: -1.7
> COc1cccc(C(C(=O)NCc2ccccc2)N2CCN(CCN3CCOCC3)CC2)c1OC (centres undefined)
  PI4K2A block: 2.4
> O=C(OC12CCCN(C1)/C(=C/c1cccc(Cl)c1)C2)c1ccc(Cl)cc1 (centres undefined)
  PI4K2A block: -2.5
> O=[N+]([O-])c1cccc2[nH]c(CNc3nc(N4CCOCC4)nc4c3ncn4-c3ccsc3)nc12
  PI4K2A block: -4.7
> O=C(CSc1nnc(Cc2cccs2)n1-c1ccccc1)Nc1ccccc1-c1ccccc1
  PI4K2A block: 3.0
> Clc1ccc([C@H]2OC[C@@]3(CNCC4CC4)CS[C@H](c4ccc(Cl)cc4)N23)cc1
  PI4K2A block: 1.2
> CCNC(=O)Nc1ccc2c(c1)C(=O)N(C)[C@H]1CC[C@@H](CC(=O)NCCN3CCCC3)O[C@@H]1CO2
  PI4K2A block: -3.7
> CCOc1ccc(Oc2c(Cl)cnn(-c3ccc(C)cc3)c2=O)cc1
  PI4K2A block: 2.1
> Cc1cc(C)cc(NC(=O)N2CCN(Cc3nc4ccccc4c(=O)[nH]3)CC2)c1
  PI4K2A block: -0.5
> O=S1(=O)c2ccc(N3CCN(Cc4ccccc4F)CC3)cc2Oc2ccccc2CN1Cc1cn(Cc2cccc(C(F)(F)F)c2)nn1
  PI4K2A block: 1.9
> O=C(Nc1ccc(NC(=O)c2ccccc2Cl)c(Cl)c1)c1ccccn1
  PI4K2A block: -2.0
> CC(C)CCN1C(=O)CSCC1(C)C(=O)NC(C)C (centres undefined)
  PI4K2A block: 3.2
> C[C@@H]1COc2cccc(F)c2S(=O)(=O)N1C
  PI4K2A block: 8.0
> COCCNC(=O)C1C(=O)Nc2ccccc2C(=O)N1Cc1ccccc1 (centres undefined)
  PI4K2A block: 2.1

An excerpt from above in order of count of non-hydrogen atoms, falling.
> O=S1(=O)c2ccc(N3CCN(Cc4ccccc4F)CC3)cc2Oc2ccccc2CN1Cc1cn(Cc2cccc(C(F)(F)F)c2)nn1
  PI4K2A block: 1.9
> CCOC(=O)[C@]12CCCC=C1N(CCc1ccc(OC)c(OC)c1)C(=O)[C@H](CC(=O)NCCCCc1ccccc1)C2
  PI4K2A block: -5.0
> Clc1ccc([C@H]2OC[C@@]3(CNCC4CC4)CS[C@H](c4ccc(Cl)cc4)N23)cc1
  PI4K2A block: 1.2
> O=C(Nc1ccc(NC(=O)c2ccccc2Cl)c(Cl)c1)c1ccccn1
  PI4K2A block: -2.0
> CC(C)CCN1C(=O)CSCC1(C)C(=O)NC(C)C (centres undefined)
  PI4K2A block: 3.2
> C[C@@H]1COc2cccc(F)c2S(=O)(=O)N1C
  PI4K2A block: 8.0

(list continues)
> O=C(CSc1nnc(-c2ccccc2)n1-c1ccc(Cl)cc1)c1ccccc1Br
  PI4K2A block: -1.4
> O=C(CNS(=O)(=O)c1cccc2ccccc12)N1CCN(c2ncccn2)CC1
  PI4K2A block: -1.4
> CCOC1=C2CN(S(=O)(=O)c3ccc(C)cc3)C(c3ccccc3)CC2N(S(=O)(=O)c2ccc(C)cc2)C(c2ccc(Br)cc2)C1 (centres undefined)
  PI4K2A block: 5.0
> CC(C)Oc1ccc(S(=O)(=O)N2CCCCCC2)c2ccccc12
  PI4K2A block: -5.8
> CCN1CCCCC(NC(=O)c2ccc(F)c(F)c2)C1=O (centres undefined)
  PI4K2A block: 2.1
> COC1=C[C@H](C(=O)NCCNC(C)=O)[C@@]2(C)Cc3ccccc3[C@H]2CC1=O
  PI4K2A block: -2.6
> CNC[C@H](O)[C@@H](O)[C@H](O)[C@H](O)CO
  PI4K2A block: 0.9
> O=c1c(-c2ccccc2)nc2ccccc2n1C(c1ccccc1)c1nc2ccccc2[nH]1 (centres undefined)
  PI4K2A block: -10.7
> COP(N)(=O)C(CC(C)C)NC(=O)OCc1ccccc1 (centres undefined)
  PI4K2A block: -0.4
> COC(=O)[C@]12C[C@H](CC(=O)NCc3ccccc3)C(=O)N(Cc3ccc(Cl)cc3Cl)C1=C[C@H](C1CCCC1)O[C@@H]2C
  PI4K2A block: -4.2
> COc1cc(NC(=O)C2CCN(c3nnc(-n4cccc4)s3)CC2)cc(OC)c1
  PI4K2A block: 1.9
> CC(c1ccccc1)N1CC[C@H]2C=CC[C@@H](C(=O)Nc3ccc(F)c(F)c3)[C@H]2C1=O (some centres undefined)
  PI4K2A block: 0.4
> O=C(CSc1nnc(COc2ccccc2)n1Cc1ccco1)Nc1ccc(OCc2ccccc2)cc1
  PI4K2A block: -0.3
> CCN(CC)C(=O)CC[C@@H]1CC[C@]2(CCCN(Cc3ccc(Br)cc3)C2)O1
  PI4K2A block: -1.0
> Cc1sc2nc(COC(=O)CNC(=O)c3cc(F)ccc3F)[nH]c(=O)c2c1C
  PI4K2A block: 2.4
> C[C@H]1[C@@H](NC(=O)c2ccc(Cl)cc2)CC[C@@]23CCCN2C(=O)CCC[C@@H]13
  PI4K2A block: -3.1
> CCOC(=O)CC[C@@H]1CC[C@]2(CCCN(C(=O)c3cccnc3)C2)O1
  PI4K2A block: 0.7
> O=C(NCC1COc2ccccc2O1)c1ccc(NC(=O)c2cc(F)ccc2F)cc1 (centres undefined)
  PI4K2A block: 0.6
> CN(Cc1ccc(Cl)c(Cl)c1)C(C(=O)NCc1ccccc1)c1ccco1 (centres undefined)
  PI4K2A block: -4.8
> Cc1nn(-c2ccccc2)c2sc(C(=O)NC3CCCC3)cc12
  PI4K2A block: -1.3
> COc1ccccc1C(=O)CSc1nnc(-c2ccncc2)n1-c1ccc(Cl)cc1
  PI4K2A block: -5.5
> COc1cc2c(cc1NC(=O)CSc1nnc(COc3ccccc3)n1Cc1ccco1)oc1ccccc12
  PI4K2A block: 0.4
> C[C@H](NC(=O)C[C@@H]1C=C[C@@H](NC(=O)CN2CCOCC2)[C@@H](CO)O1)c1ccccc1
  PI4K2A block: -2.3
> Cc1cccc(C)c1N1C(=O)c2ccccc2NC(=O)C1C(=O)NCc1ccco1 (centres undefined)
  PI4K2A block: 3.0
> Cc1cccc(C)c1NC(=O)C(CCc1ccccc1)N1CCC(c2ccccc2)CC1 (centres undefined)
  PI4K2A block: -2.4

> O=C(NC1CCCCN(Cc2ccc(Cl)cc2)C1=O)c1c(F)cccc1F (centres undefined)
  PI4K2A block: 7.9
> COc1ccc2cc(C3CC=C(COC(C)=O)CN3S(=O)(=O)c3ccccc3[N+](=O)[O-])n(C(=O)OC(C)(C)C)c2c1 (centres undefined)
  PI4K2A block: -3.7
> COC(=O)[C@]12C[C@H](CC(=O)NCCCN3CCCC3=O)C(=O)N(Cc3cccc4ccccc34)C1=C[C@H](C(C)C)O[C@@H]2C1CC1
  PI4K2A block: 0.3
> Nc1[nH]c(C(=O)c2ccccc2)c(-c2ccc(O)cc2)c1C(=O)NCCc1c[nH]c2ccccc12
  PI4K2A block: -7.1
> O=S1(=O)c2ccc(N3CCCC3)cc2Oc2ccccc2CN1Cc1cn(Cc2ccc(C(F)(F)F)cc2)nn1
  PI4K2A block: 0.7
> CO[C@H]1CN(C)C(=O)c2cc(NC(=O)c3ccccc3)ccc2OC[C@H](C)NC[C@@H]1C
  PI4K2A block: -2.2
> C#CCNC(=O)C[C@H]1C(=O)N(CCCOC)C2=CCCC[C@@]21C(=O)OCC
  PI4K2A block: -1.2
> CCCCCNC(=O)C(c1ccc(OC)cc1)n1c(=O)c(-c2ccco2)nc2ccccc21 (centres undefined)
  PI4K2A block: -4.3
> C=CCN1C(=O)[C@@H](CC(=O)N2CCCC2)[C@]2(C(=O)OCC)CCCCC/C=C/12
  PI4K2A block: 2.0
> O=C(NC1CCCCN(Cc2cccc(C(F)(F)F)c2)C1=O)c1ccc(COc2ccccc2)cc1 (centres undefined)
  PI4K2A block: -2.0
> CC1(C)Oc2ccc(C(=O)N3CCCC3)cc2NC1=O
  PI4K2A block: 6.1
> O=C(C(=O)N1CCC(Cc2ccccc2)CC1)c1ccccc1Br
  PI4K2A block: 8.5
> FC(F)(F)c1cccc(Cn2ccc3ccc(-c4ccc5ccn(Cc6cccc(C(F)(F)F)c6)c5c4)cc32)c1
  PI4K2A block: 3.3
> C[C@H]1[C@@H](NC(=O)c2ccc(C(C)(C)C)cc2)CC[C@@]23CCCN2C(=O)CCC[C@@H]13
  PI4K2A block: 1.7
> O=C(NC1CCCCC1)C(C1CC1)n1c(=O)c(-c2cc3ccccc3[nH]2)nc2ccccc21 (centres undefined)
  PI4K2A block: -8.4
> COC[C@@H](O)[C@H]1OCc2cccc(OC)c2[C@@H]1/C=C/c1ccccc1
  PI4K2A block: -3.7
> CCCCNC(=O)C[C@H]1C[C@@]2(C(=O)OC)C(=C[C@H](C(C)C)O[C@@H]2C2CC2)N(Cc2cccc3ccccc23)C1=O
  PI4K2A block: 2.2
